SENP8 block-1 – inhibitors of human SENP8 protease | Q96LD8 | recombinant SENP8, Nedd8 substrate fluorescence | inhibition, % at 20 µM | hit rate 0.64% among 360,000 | AID 602440; in the data active = inhibition mostly above about 40%, no sharp cut-off; inactive = mostly below about 27%
Target sequence (Q96LD8 whole entry, looked up): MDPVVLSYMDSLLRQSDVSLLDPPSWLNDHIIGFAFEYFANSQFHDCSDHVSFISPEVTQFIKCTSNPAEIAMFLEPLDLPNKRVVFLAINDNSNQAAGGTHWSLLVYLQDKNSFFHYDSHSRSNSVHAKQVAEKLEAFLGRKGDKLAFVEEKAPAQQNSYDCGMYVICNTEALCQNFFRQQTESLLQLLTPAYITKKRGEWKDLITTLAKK
UBC13 inh – inhibitors of human UBC13 polyubiquitin chain formation; TR-FRET; inhibition, % at 20 µM; hit rate 0.47% among 330,000; in the data active = inhibition above about 45%, passing the limit was not always enough
SENP7 inh – blocks the human protease SENP7; inhibition, % at 5 µM; AID 434973; hit rate 1.5% among 330,000; Q9BQF6; recombinant SENP7, Z-RLRGG-aminoluciferin luminescence, 40 min;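 active = inhibition above about 50% at the single test dose, limit read from the data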;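 note: plate controls were DMSO with enzyme for no effect and no enzyme buffer wells for full effect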
Target sequence (Q9BQF6 706-1050 limits assumed): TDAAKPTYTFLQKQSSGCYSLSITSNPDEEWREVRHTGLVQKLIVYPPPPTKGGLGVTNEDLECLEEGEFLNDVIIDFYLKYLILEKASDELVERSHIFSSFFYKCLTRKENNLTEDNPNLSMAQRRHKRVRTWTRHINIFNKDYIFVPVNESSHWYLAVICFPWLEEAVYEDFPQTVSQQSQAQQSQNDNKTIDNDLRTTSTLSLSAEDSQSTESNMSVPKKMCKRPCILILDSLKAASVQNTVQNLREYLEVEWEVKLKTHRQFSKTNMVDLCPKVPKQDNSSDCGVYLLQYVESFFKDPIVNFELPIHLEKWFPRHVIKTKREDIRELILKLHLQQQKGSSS
SENP1 FRET inh – inhibitors of human SENP1 SUMO protease catalytic domain. Q9P0U3. recombinant SENP1 catalytic domain, CyPet-SUMO1-YPet FRET cleavage. inhibition, % at 10 µM. hit rate 0.21% among 360,000;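 active = inhibition at least 30% at 10 µM, raw YFP signal under a set limit, fluorescence ratio 0.5 to 1.5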;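 note: 0% = enzyme with DMSO and 100% = no enzyme wells; some results filed as inactive read as strong as hits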
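Test system: human SENP1 catalytic domain; medium: Tris pH 8 buffer plus EDTA, NaCl, BME, BSA, NP40, catalase; incubation: 50 min reaction at room temperature; technique: FRET, CFP and YFP emission; controls: no-enzyme low control and enzyme-plus-DMSO high control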
SENP8 block-2 – SENP8 protease inhibition | Q96LD8 | purified SENP8, Z-RLRGG-aminoluciferin cleavage, luminescence | inhibition, % at 10 µM | hit rate 1.2% among 330,000 | AID 2540; in the data active = inhibition above about 50%
SENP6 block – inhibitors of human SENP6 protease; Q9GZR1; Recombinant SENP6 catalytic domain, aminoluciferin luminescence; inhibition, % at 10 µM; hit rate 1.8% among 330,000; AID 2599;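 active = inhibition above about 50% at the single tested dose, limit read from the data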;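 note: plate controls were DMSO wells with enzyme for no effect and DMSO wells lacking enzyme for full effect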
Target sequence (Q9GZR1 628-1112 limits assumed): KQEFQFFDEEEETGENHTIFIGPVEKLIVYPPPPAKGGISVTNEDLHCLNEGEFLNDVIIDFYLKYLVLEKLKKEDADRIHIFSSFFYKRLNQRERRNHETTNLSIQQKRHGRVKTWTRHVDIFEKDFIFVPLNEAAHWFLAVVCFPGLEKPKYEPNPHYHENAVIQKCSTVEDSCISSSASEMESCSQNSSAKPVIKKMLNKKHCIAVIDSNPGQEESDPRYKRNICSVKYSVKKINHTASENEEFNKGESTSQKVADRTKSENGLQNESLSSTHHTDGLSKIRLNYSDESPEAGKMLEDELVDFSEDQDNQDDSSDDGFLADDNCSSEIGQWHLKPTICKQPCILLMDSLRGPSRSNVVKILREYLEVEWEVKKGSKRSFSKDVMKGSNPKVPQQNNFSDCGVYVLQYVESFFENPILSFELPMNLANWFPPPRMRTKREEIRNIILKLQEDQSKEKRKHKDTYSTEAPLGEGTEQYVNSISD
Apaf1 inhib – inhibitors of human Apaf-1 apoptosome; reconstituted apoptosome caspase-3 activity, DEVD-Rh110 fluorescence; inhibition, % at 20 µM; O14727; hit rate 0.71% among 330,000; active = inhibition of at least 40% at 20 µM;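 note: plate controls were DMSO wells for no effect and DEVD-CHO caspase inhibitor wells for full effect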
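Material: reconstituted apoptosome with Apaf-1, cytochrome c, caspase-9, procaspase-3, dATP. Technique: Rh110 fluorescence intensity. Buffer or medium: pH 7.5 Hepes buffer with CHAPS, BSA, DTT. Times: 30 min plus 50 min, RT.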
A3G deaminase – inhibitors of human APOBEC3G DNA deaminase. recombinant A3G, ssDNA deamination FAM/TAMRA fluorescence. inhibition, % at 20 µM. hit rate 0.28% among 330,000. AID 493012;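 active = inhibition of at least 40% at 20 µM, with no more than 30% in the related APOBEC3A deaminase screen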;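 note: plate controls were DMSO wells with A3G for no effect and wells lacking A3G enzyme for full effect; some compounds called inactive have numbers as strong as hits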
An asterisk follows results filed as active; i = inactive; . = no result given.

Molecule,SENP8 block-1,SENP7 inh,UBC13 inh,Apaf1 inhib,SENP1 FRET inh,A3G deaminase,SENP6 block,SENP8 block-2
O=C(CNc1cccc(S(=O)(=O)N2CCCC2)c1)Nc1cccc(F)c1,5,-12,0,8,2,0,-23,-12
COC(=O)C1=C(C(C)=O)C(c2ccc(C(=O)OC)cc2)n2nnnc2N1 (configuration not stated),20,0,-1,2,-3,0,12,6
O=C(Nc1ccc2oc(-c3ccc(F)cc3)nc2c1)c1ccccc1F,-126,9,8,3,2,-1,-2,4
Cc1ccc(C(=O)/C=C\NCc2ccccc2)cc1,12,-6,-12,7,-23,-3,-2,-22
C=CCNc1nc(Nc2ccc([N+](=O)[O-])cc2)nc(OCC)n1,14,-7,-9,-3,-16,-8,5,-11
CCC(=O)Nc1ccc(/C(C)=N\NC(=O)c2ccc(C)s2)cc1,-92,5,1,12,-2,2,-15,3
Cc1ccc(NC(=O)CN(C)C(=O)CCC(=O)N2CCOCC2)cc1,5,2,-4,-9,2,-5,-1,-1
N#CCCN(C(=S)NC(=O)C1CCCCC1)c1ccccc1F,10,4,1,-11,5,-7,-6,-5
COc1ccc(NC(=O)CCN2C(=O)C3CC=C(Cl)CC3C2=O)cc1 (configuration not stated),10,7,-1,-9,3,-4,12,0
COC(=O)CCC(=O)OC1(C)C(=O)C=C2C=C(C3CC3)N(CCc3ccccn3)C=C2C1=O (configuration not stated),-5,1,-85,53*,-28,-12,10,-9

Continuation:
Molecule,SENP8 block-1,SENP7 inh,UBC13 inh,Apaf1 inhib,SENP1 FRET inh,A3G deaminase,SENP6 block,SENP8 block-2
COc1ccc(N/C(C)=C2/C(=O)C(=O)N(CCO)C2c2ccc([N+](=O)[O-])cc2)cc1 (configuration not stated),21,3,-3,-2,1,-2,-14,2
Cc1cccc(OCC(=O)Nc2ccccc2N2CCN(C)CC2)c1,12,0,12,-1,4,-8,5,-2
CCOC(=O)C1=C(C)Nc2nc(C)nn2C1c1ccc(OC)c(OC)c1 (configuration not stated),-44,2,-3,-7,0,1,13,10
O=C(Nc1cc(S(=O)(=O)N2CCCCCC2)ccc1OCC(F)(F)F)c1cnccn1,14,-9,-4,7,-1,-8,-8,-10
O=C(/C=C/c1ccccc1)NC(=S)Nc1ccccc1,17,-2,-1,3,1,-4,-12,-11
COc1cccc(NC(=O)CN2CCCCCC2)c1,14,5,-4,1,2,-4,-23,-13
CCN(CC)CC(O)Cn1c(-c2cccc(Cl)c2)nc2cc(C)c(C)cc21 (configuration not stated),-50,1,2,-15,1,-3,0,-1
Cc1ccc(N)c([N+](=O)[O-])c1,27,1,-38,0,0,-9,-6,1
Cn1nc(C(C)(C)C)cc1C(=O)NCc1ccc2c(c1)OCO2,-4,7,-3,-8,0,1,24,-4
COc1cccc(C2=NOC(C(=O)N3CCc4ccccc4C3)C2)c1 (configuration not stated),51*,5,1,17,-6,1,8,-1

Next records follow:
Molecule,SENP8 block-1,SENP7 inh,UBC13 inh,Apaf1 inhib,SENP1 FRET inh,A3G deaminase,SENP6 block,SENP8 block-2
CCOC(CNC(=O)c1ccc(CNC(=O)c2ccc(OC)c(OC)c2)cc1)OCC,14,-12,-17,7,0,-7,-25,-3
CCc1cc(=O)oc2cc(OCC(=O)NC3CC(C)(C)NC(C)(C)C3)ccc12,-106,2,2,-20,1,-4,11,5
COC(=O)CN(C#N)c1nc(OC)nc(N(C)C)n1,0,-12,7,-4,-1,-8,-6,-7
C[C@@H]1[C@H]2[C@@H]3CC[C@@H](C3)[C@H]2CN[C@H]1c1cn(Cc2ccccc2)c2ccccc12,8,3,.,62*,-4,9,.,.
Cc1ccc(S(=O)(=O)Nc2ccc(-c3cn4ccc(C)cc4n3)cc2)cc1,-186,3,11,14,5,-1,-3,0
C=CCn1c(NCc2ccco2)nc2ccccc21,8,-2,-1,7,0,-1,6,3
CC12CCC(=O)N1C(C(=O)O)Cc1c2[nH]c2ccccc12 (configuration not stated),17,-5,-4,2,-2,-8,-6,-3
Nc1nnc(SCC(=O)N2CCN(c3ccccc3)CC2)s1,20,-5,0,10,3,-7,3,-1
N/C(=N\OC(=O)c1ccc(=O)n(Cc2ccc(Cl)cc2)c1)c1ccccn1,13,-8,-1,-4,1,-4,8,3
CC(=O)Oc1ccc(-c2cccc(C(=O)Oc3ccccc3)c2)cc1,21,-1,2,14,1,-9,-15,-8

Next section
Molecule,SENP8 block-1,SENP7 inh,UBC13 inh,Apaf1 inhib,SENP1 FRET inh,A3G deaminase,SENP6 block,SENP8 block-2
O=C(c1ccc(-n2cccc2)cc1)N1CCN(Cc2ccccc2)CC1,1,1,4,0,0,-8,-24,-10
CC(=O)c1ccc(OCc2ccc(Oc3c(Cl)cccc3[N+](=O)[O-])cc2)cc1,3,22,5,3,1,-6,-14,-10
Cc1ccc(NCC(=O)N/N=C/c2ccc(-c3cccc(C(F)(F)F)c3)o2)cc1,-67,0,-7,32,1,-8,-9,-7
CC(=O)c1ccc(Nc2c([N+](=O)[O-])ccc3nonc23)cc1,23,5,-52,3,5,-3,-1,1
Cc1ccc(C(=O)CCC(=O)OCC(=O)Nc2nnc(-c3ccccc3)o2)cc1,-8,-5,0,11,-1,-9,-12,-2
CCOc1ccc(OCCn2ccnc2)cc1,18,6,2,-2,0,1,7,-7
COc1ccc(NC(=O)CN(C)C(=O)c2cc(-c3ccco3)nc3ccccc23)cc1,i,-2,22,15,6,60,-25,24
Nc1cc([N+](=O)[O-])ccc1O,23,-4,-76,1,2,-4,0,-16
CC(=O)N1CCc2cc(S(=O)(=O)CCC(=O)NCc3ccc(C)o3)ccc21,16,0,3,-4,1,-4,-7,3
COc1cc(NC(=O)c2ccc(N3CCCC3=O)cc2)cc(OC)c1,25,72*,8,2,2,3,70*,60*

Additional compounds.
Molecule,SENP8 block-1,SENP7 inh,UBC13 inh,Apaf1 inhib,SENP1 FRET inh,A3G deaminase,SENP6 block,SENP8 block-2
CN(c1ccccc1)c1nc2ccsc2c(=O)s1,-12,1,15,1,2,-10,-6,-1
CCOC(=O)NC1C=CS(=O)(=O)C1 (configuration not stated),22,-4,2,-4,-1,-5,1,-6
Cc1ccc(C(=O)Nc2ccc3c(c2)OCCO3)cc1,3,82*,1,-3,-1,-3,73*,72*
CC1(C)CC(=O)c2cnc(N3CCc4ccccc4C3)nc2C1,-1,-11,4,29,0,6,7,-6
CCOC(=O)C1(C(C)(C)CC)CC(CSc2nc3ccccc3[nH]2)OC1=O (configuration not stated),25,-12,-10,28,1,-13,-7,-4
O=C(CC1NC2CCCCC2NC1=O)Nc1ccc2c(c1)OCO2 (configuration not stated),12,0,8,-7,-1,-2,21,-1
CCOc1ccccc1-n1c(=S)sc2c(=O)n(-c3ccc(C)cc3)c(=S)[nH]c21,22,-3,-17,21,1,-9,-16,-2
Cc1ccc(S(=O)(=O)N2CCC(C(=O)NCC3CCCO3)CC2)cc1 (configuration not stated),4,-11,1,-18,2,-6,-2,-4
O=[N+]([O-])c1cccc(-c2ccc(/C=N/NC(=S)NCc3ccco3)o2)c1,32,5,-10,6,1,-2,-18,-3
COc1ccc(OC)c(C(C(=O)NC2CCCCC2)N(Cc2ccco2)C(=O)c2ccccn2)c1 (configuration not stated),14,0,2,16,1,1,-6,5

More structures follow.
Molecule,SENP8 block-1,SENP7 inh,UBC13 inh,Apaf1 inhib,SENP1 FRET inh,A3G deaminase,SENP6 block,SENP8 block-2
CCn1cc(C(=O)O)c(=O)c2cc(F)c(N3CCN(C(=S)NC(=O)c4ccccc4Cl)CC3)cc21,-455,-1,14,-23,2,-3,16,0
Nc1ccc(-n2nncc2-c2ccc(Cl)cc2)cc1,7,-6,-1,-5,1,0,3,8
O=C(NCCCN1CCOCC1)c1ccc2c(c1)N(Cc1ccccc1F)C(=O)c1ccccc1S2=O (configuration not stated),12,3,-7,13,1,6,0,1
CCC(CO)NC1=C([N+](=O)[O-])C(=O)CC(C)(C)C1 (configuration not stated),21,4,-11,-8,2,-4,-14,-3
Cc1ccc(CSCC(=O)N2CCCC2)cc1,12,-10,-10,4,1,-13,2,-9
O=C(NC(=S)NC1CCSC1=O)c1cccc([N+](=O)[O-])c1 (configuration not stated),5,9,-5,1,2,3,-21,-5
COc1cc(/C=C/C(=O)N2CCN(c3n[nH]c(=O)[nH]c3=O)CC2)cc(OC)c1OC,-127,-1,-4,-1,1,-3,11,4
COC(=O)CN1C(=O)NC2(CCCc3ccccc32)C1=O (configuration not stated),8,5,-3,0,2,-3,-14,0
Cc1ccccc1C(=O)Nc1ccc(C(=O)N/N=C/c2ccc(O)cc2)cc1,-177,-7,-7,0,2,-10,-30,-13
CCOC(=O)C(C(=O)OCC)C(C[N+](=O)[O-])c1ccccc1 (configuration not stated),12,-5,-1,-4,1,-3,-1,0

19 entries from above, arranged by length of the SMILES, falling.
Molecule,SENP8 block-1,SENP7 inh,UBC13 inh,Apaf1 inhib,SENP1 FRET inh,A3G deaminase,SENP6 block,SENP8 block-2
CCn1cc(C(=O)O)c(=O)c2cc(F)c(N3CCN(C(=S)NC(=O)c4ccccc4Cl)CC3)cc21,-455,-1,14,-23,2,-3,16,0
COc1cc(/C=C/C(=O)N2CCN(c3n[nH]c(=O)[nH]c3=O)CC2)cc(OC)c1OC,-127,-1,-4,-1,1,-3,11,4
COc1ccc(OC)c(C(C(=O)NC2CCCCC2)N(Cc2ccco2)C(=O)c2ccccn2)c1 (configuration not stated),14,0,2,16,1,1,-6,5
CCOc1ccccc1-n1c(=S)sc2c(=O)n(-c3ccc(C)cc3)c(=S)[nH]c21,22,-3,-17,21,1,-9,-16,-2
O=[N+]([O-])c1cccc(-c2ccc(/C=N/NC(=S)NCc3ccco3)o2)c1,32,5,-10,6,1,-2,-18,-3
CC(=O)N1CCc2cc(S(=O)(=O)CCC(=O)NCc3ccc(C)o3)ccc21,16,0,3,-4,1,-4,-7,3
CCOC(=O)C1(C(C)(C)CC)CC(CSc2nc3ccccc3[nH]2)OC1=O (configuration not stated),25,-12,-10,28,1,-13,-7,-4
Cc1ccccc1C(=O)Nc1ccc(C(=O)N/N=C/c2ccc(O)cc2)cc1,-177,-7,-7,0,2,-10,-30,-13
Cc1ccc(S(=O)(=O)N2CCC(C(=O)NCC3CCCO3)CC2)cc1 (configuration not stated),4,-11,1,-18,2,-6,-2,-4
CCOC(=O)C(C(=O)OCC)C(C[N+](=O)[O-])c1ccccc1 (configuration not stated),12,-5,-1,-4,1,-3,-1,0
COc1cc(NC(=O)c2ccc(N3CCCC3=O)cc2)cc(OC)c1,25,72*,8,2,2,3,70*,60*
O=C(CC1NC2CCCCC2NC1=O)Nc1ccc2c(c1)OCO2 (configuration not stated),12,0,8,-7,-1,-2,21,-1
COC(=O)CN1C(=O)NC2(CCCc3ccccc32)C1=O (configuration not stated),8,5,-3,0,2,-3,-14,0
Cc1ccc(C(=O)Nc2ccc3c(c2)OCCO3)cc1,3,82*,1,-3,-1,-3,73*,72*
Nc1ccc(-n2nncc2-c2ccc(Cl)cc2)cc1,7,-6,-1,-5,1,0,3,8
CN(c1ccccc1)c1nc2ccsc2c(=O)s1,-12,1,15,1,2,-10,-6,-1
Cc1ccc(CSCC(=O)N2CCCC2)cc1,12,-10,-10,4,1,-13,2,-9
CCOC(=O)NC1C=CS(=O)(=O)C1 (configuration not stated),22,-4,2,-4,-1,-5,1,-6
Nc1cc([N+](=O)[O-])ccc1O,23,-4,-76,1,2,-4,0,-16

Source: PubChem BioAssay (Sanford-Burnham Center for Chemical Genomics)
